MBNL1-CUG inh – blocks human MBNL1 binding to CUG repeat RNA | Potency, µM (doses to about 57.5 µM), without a hit: top-dose activity change, negative = inhibition, most hits filed as inhibitors | TR-FRET MBNL1-His/biotin-(CUG)12 binding, 665/545 ratio | Q9NR56 | 0.036% of 280,000 active; active means well fitted inhibition curve with a large enough effect in the signal ratio, with a control signal flat, not every such curve was filed as active; inconclusive means small, poorly fitted or top-dose-only effect, or effect the other way, or a change in a side signal; inactive means no such curve, though single readings can be large or run the other way; the % refers to the signal ratio; further: potency means the concentration at half of the fitted maximal effect; on the % scale 0 is the no-effect control and ±100 the full control effect
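Inhibition of protein-RNA binding appears as loss of TR-FRET between terbium anti-His antibody on MBNL1-His and streptavidin-XL665 on biotin-(CUG)12. Activity is normalized to buffer-only and uninhibited-complex controls.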
PKM2 act – activators of human pyruvate kinase M2; purified PKM2, Kinase-Glo ATP luminescence, activation; response scale: 0% is enzyme alone, no compound; Potency, µM (series often up to 57.5 µM), for inactives: top-dose activation, usual class: activators; 0.34% of 260,000 active; further: potency means the concentration at half of the fitted maximal effect; on the % scale 0 is the no-effect control and ±100 the full control effect; nearly all actives have a fitted effect of over 55% in size
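Kinase-Glo luminescence reports ATP generated from ADP (0.1 mM) and PEP (0.5 mM) by purified hPK-M2 after 1 h at room temperature, pH 7.2 imidazole buffer; intermediate enzyme activity allows detecting inhibitors and activators.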
BCR signal inh – chronic active BCR signaling inhibition; ABC-DLBCL IkBa-CBG/CBR reporter, luminescence ratio, 4 h; Potency, µM (titrated, usually from 46.1 µM), inactives show top-dose ratio change, negative = lower green/red ratio, most hits filed as inhibitors; 0.05% of 340,000 active; active means well fitted inhibition curve with a large enough effect in the signal ratio, with a control signal flat, not every such curve was filed as active; inconclusive means small, poorly fitted or top-dose-only effect, or effect the other way, or a change in a side signal; the % refers to the signal ratio;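 further: potency means the concentration at half of the fitted maximal effect; plate controls were basal doxycycline-induced cells for no effect and cells given 10 µM MG132 for full effect; MG132 reads +100%, hits lower the ratio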
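Concentration-response series (up to 46 uM) were applied to TMD8 dual-reporter cells for 4 h at 37C with doxycycline. Green/red ratio, after filter-overlap correction, defined %Activity; red signal alone was normalised to basal cells and zero luminescence.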
Eya2 inh – blocks the phosphatase activity of human Eya2. O00167. recombinant Eya2, OMFP fluorescence dephosphorylation (OMFP is methylfluorescein phosphate). Potency, µM (titrated, usually from 76.9 µM), for the others: at the top dose activity, negative = inhibition, hits mostly inhibitors. 0.006% of 330,000 active; further: potency means the concentration at half of the fitted maximal effect; on the % scale 0 is the no-effect control and ±100 the full control effect
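Eya2 protein (added as 0.2 uM solution) was preincubated with compound for 10 min at ambient temperature in 50 mM HEPES pH 7.5, 50 mM NaCl, 5 uM MgCl2, 0.05% BSA, 1 mM DTT. OMFP (added at 50 uM) then reacted 10 min; fluorescence read at 485/525 nm.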
GALK inh – galactokinase (human) inhibition; P51570; Purified GALK, Kinase-Glo residual ATP luminescence; Potency, µM (series often up to 57.5 µM), inactives show top-dose activity change, negative = inhibition, most hits filed as inhibitors; 0.007% of 270,000 active; AID 1868; further: potency means the concentration at half of the fitted maximal effect; on the % scale 0 is the no-effect control and ±100 the full control effect
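Quantitative HTS: GALK 5 nM, ATP 35 uM, galactose 100 uM, 1 h room temperature, then luciferase-based ATP detection.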
KCNH2 WT inh – KCNH2 (human, wildtype) channel inhibition. Q12809. U2OS, BacMam KCNH2, thallium flux FluxOr; active compounds read low. activity change, % at 1.84 µM. 0.37% of 340,000 active. AID 720551;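 active means maximum activity change below -70%; inconclusive means maximum activity change between -70% and -50%; inactive means maximum activity change above -50%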; further: on the % scale 0 is the no-effect control and ±100 the full control effect
Target sequence (Q12809 whole entry, looked up): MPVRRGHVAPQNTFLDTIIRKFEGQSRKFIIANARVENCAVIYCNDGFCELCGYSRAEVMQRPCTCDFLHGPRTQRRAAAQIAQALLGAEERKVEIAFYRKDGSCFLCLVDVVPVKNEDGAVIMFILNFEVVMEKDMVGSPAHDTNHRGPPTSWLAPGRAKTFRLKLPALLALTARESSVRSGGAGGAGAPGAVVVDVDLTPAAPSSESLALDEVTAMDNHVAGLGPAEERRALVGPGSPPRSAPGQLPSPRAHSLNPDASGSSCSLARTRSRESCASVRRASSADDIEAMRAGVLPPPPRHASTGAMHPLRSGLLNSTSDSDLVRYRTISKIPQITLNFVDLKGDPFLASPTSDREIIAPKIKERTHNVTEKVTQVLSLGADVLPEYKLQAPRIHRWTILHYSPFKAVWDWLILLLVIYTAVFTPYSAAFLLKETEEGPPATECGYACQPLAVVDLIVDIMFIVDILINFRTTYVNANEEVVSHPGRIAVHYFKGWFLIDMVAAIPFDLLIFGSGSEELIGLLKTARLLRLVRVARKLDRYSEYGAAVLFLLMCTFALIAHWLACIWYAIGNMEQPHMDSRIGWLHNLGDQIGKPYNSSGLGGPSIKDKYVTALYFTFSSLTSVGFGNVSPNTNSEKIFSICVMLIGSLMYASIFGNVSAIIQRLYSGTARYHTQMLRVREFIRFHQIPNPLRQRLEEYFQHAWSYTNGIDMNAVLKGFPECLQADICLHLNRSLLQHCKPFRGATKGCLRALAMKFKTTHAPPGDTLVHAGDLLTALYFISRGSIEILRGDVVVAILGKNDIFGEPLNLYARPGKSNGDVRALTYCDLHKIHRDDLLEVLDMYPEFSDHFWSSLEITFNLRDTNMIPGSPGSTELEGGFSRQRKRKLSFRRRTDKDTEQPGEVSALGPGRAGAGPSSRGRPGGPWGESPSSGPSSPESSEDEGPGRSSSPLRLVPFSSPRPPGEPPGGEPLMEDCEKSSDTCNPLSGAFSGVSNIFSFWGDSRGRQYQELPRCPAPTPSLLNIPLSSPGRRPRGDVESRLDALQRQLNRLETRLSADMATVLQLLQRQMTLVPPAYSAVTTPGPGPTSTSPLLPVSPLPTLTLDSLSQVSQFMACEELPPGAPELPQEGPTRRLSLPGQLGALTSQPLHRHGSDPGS
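U2OS cells were transduced with wild-type KCNH2 virus (2.03 x 10^8 / mL) for 4 h at room temperature, then cultured overnight at 37 C. Thallium flux was read with FluxOr dye. Rate constants were normalized to DMSO controls.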
Mito fusion yeast – inhibitors of mitochondrial division or activators of mitochondrial fusion | S. cerevisiae fusion-defective mutant growth rescue, CellTiterGlo 48 h | Potency, µM (doses to about 46.1 µM), without a hit: at the highest dose growth rescue (activation), most hits filed as activators | 0.23% of 320,000 active | AID 485298;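 further: potency means the concentration at half of the fitted maximal effect; % of control where 0% means no effect; nearly all actives have a fitted effect of over 45% in size; temperature-sensitive fusion mutants such as fzo1-1 at 37 °C on non-fermentable ethanol glycerol medium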
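Temperature-sensitive fusion-defective S. cerevisiae (e.g. fzo1-1, mgm1-5) were grown with compound in YPEG medium (3% ethanol, 3% glycerol) for 48 hours at 37C. Growth rescue was measured as viability by CellTiterGlo luminescence after 10 minutes at ambient.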
Menin MLL FP TR – menin-MLL binding inhibition, Texas Red mutant peptide | O00255 | Menin + Texas Red MLL mutant peptide, fluorescence polarization | Potency, µM (titrated, usually from 61.6 µM), inactives show at the highest dose FP activity change, negative = inhibition, hits mostly inhibitors | 0.23% of 270,000 active | AID 1768; active means well fitted inhibition curve with a large enough effect in the polarisation, with a control signal flat, not every such curve was filed as active; inconclusive means small, poorly fitted or top-dose-only effect, or effect the other way, or a change in a side signal; inactive means no such curve, though single readings can be large or run the other way; the % refers to the polarisation; further: potency means the concentration at half of the fitted maximal effect; % of control where 0% means no effect; many of its hits are not listed in these tables
ASM inhibitor – blocks human secretory acid sphingomyelinase | P17405 | placental ASM, HMU-PC fluorogenic substrate, 60 min | Potency, µM (doses to about 57.5 µM), without a hit: at the top dose activity change, negative = inhibition, most hits filed as inhibitors | 0.006% of 340,000 active | AID 504937; further: potency means the concentration at half of the fitted maximal effect
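HMU-PC0 cleavage (9 uM final) by human placental ASM, 60 min at 37 °C following 10 min compound exposure at RT; stopped at pH 10, fluorescence Ex 386/Em 447 nm.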
USP2a inh – inhibitors of human ubiquitin-specific protease USP2a; O75604; USP2 core, Ub-CHOP2 coupled fluorogenic reporter, 485/531; Potency, µM (doses to about 38.3 µM), for the others: top-dose activity change, negative = inhibition, hits mostly inhibitors; 0.01% of 330,000 active; AID 463254;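 further: potency means the concentration at half of the fitted maximal effect; plate controls were DMSO wells for no effect and full inhibition by NEM control for full effect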
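Cell-free coupled assay: 10nM USP2 core preincubated 30min RT with compound in Tris-HCl pH 8.0/CaCl2/CHAPS buffer, then 25nM Ub-CHOP2 and 25nM reporter substrate; fluorescence (Ex 485/Em 531) read after 60min RT, normalized to NEM inhibition, concentration-response curves fitted.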
TSHR antagonist – human thyrotropin receptor antagonism; P16473; TSHR-expressing cells, TSH-stimulated cAMP HTRF, 2 h; active compounds read low; 0.2% of 330,000 active; activity change, negative = inhibition, % at 11.5 µM;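 active means activity change below a set negative limit, meaning inhibition stronger than a set level, cut at about -70% in these data; inconclusive means activity change between two set negative limits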; further: on the % scale 0 is the no-effect control and ±100 the full control effect
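TSHR-expressing cells were treated with compounds, then stimulated with TSH at EC80 (4nM final) for 2 hours at 37 deg C. Cellular cAMP was measured by HTRF competition between lysate cAMP and cAMP-d2 for a cryptate-labelled anti-cAMP antibody.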
Starred values were filed as active, the others as inactive; ? = inconclusive; . = not tested or not shown; [ ] = remark or other dose. Unless noted, the call rests on the fitted dose curve; in most records, active means well fitted curve in the direction sought with a large enough effect; inconclusive means small, poorly fitted or top-dose-only effect, or another doubt; inactive means no such curve, though single readings can be large; an effect the other way counts as inactive or inconclusive. Not all compounds are listed (hit frequency here may not be typical).

1) CC1(C)C(=O)Nc2ccccc2N1C(=O)COc1cccnc1[N+](=O)[O-]
2) Cc1c(C(=O)NC2CC2)oc2ccc(S(=O)(=O)N3CCCCCC3)cc12
3) Cc1ccc(C)c(N2CCN(C(=O)CN(C)S(=O)(=O)c3ccc4c(c3)CCC(=O)N4)CC2)c1
4) CCOC(=O)C(=O)/C(C#N)=C/Nc1ccc(F)cc1
5) CC(C)c1ccc(-c2cc(C(=O)N3CCOCC3)c3cc(Br)ccc3n2)cc1
6) COc1ccc(-c2csc(NC(=O)CSCC(=O)Nc3cc(C)on3)n2)c(OC)c1
7) CC(C)/C=C/CN1CCCC(N2CCN(c3cccc(Cl)c3)CC2)C1 (stereo unspecified)
8) CC(C)c1ccc(/C=C2\SC(N3CCOCC3)=NC2=O)cc1
compound no.	1	2	3	4	5	6	7	8
MBNL1-CUG inh	?	-8%	4%	-4%	41%[activator]	.	-6%	?
PKM2 act	6%	-15%	19%	-1%	-1%	.	-4%	-2%
BCR signal inh	6%	2%	-6%	?	5%	7%	-12%	-2%
Eya2 inh	3%	2%[15.4 µM]	18%	3%	12%	10%	-5%	?
GALK inh	0%	0%	1%	1%	4%	.	-2%	-1%
KCNH2 WT inh	1	-8	-7	5	0	-3	42	-6
Mito fusion yeast	1%	3%	-1%	1%	-3%	1%	-1%	-3%
Menin MLL FP TR	-4%	-1%	0%[11.7 µM]	-7%	.	.	-5%	.
ASM inhibitor	4%	0%	0%	-2%	.	-3%	0%	-2%
USP2a inh	1%	1%	0%	1%	0%	0%	0%	6%
TSHR antagonist	-6	-4	-8	8	-8	1	25	-8

9) O=C(Nc1nc(-c2ccccn2)cs1)c1ccc([N+](=O)[O-])o1
10) COc1ccc(C(=O)N2CCN(c3ccc(C(C)=O)cc3)CC2)cc1S(=O)(=O)N1CCCC1
11) Cc1oc(S(=O)(=O)N(C)C)cc1C(=O)Nc1ccc(Cl)cc1
12) O=C1C2CC=CCC2C(=O)N1Cc1nnc(-c2ccc(Cl)cc2)o1 (stereo unspecified)
13) COc1ccccc1NS(=O)(=O)c1cccs1
14) CCCC(=O)N(Cc1cc(=O)[nH]c2ccccc12)c1ccc(C)cc1C
15) CN(C)CCNC(=O)c1csc(Nc2cccc3ccccc23)n1
16) CCCCNC(=O)NC12CC3CC(CC(C3)C1)C2
compound no.	9	10	11	12	13	14	15	16
MBNL1-CUG inh	21%	.	-5%	-7%	-1%	-5%	16%	3%
PKM2 act	0%	.	5%	2%	0%	.	7%	-17%
BCR signal inh	?	1%	-19%	?	?	-6%	?	0%
Eya2 inh	6%	3%	-2%	2%	13%	-24%	-10%	-9%
GALK inh	-3%	.	5%	12%	-1%	.	3%	0%
KCNH2 WT inh	12	-1	2	11	-13	-4	29	2
Mito fusion yeast	-11%	.	-6%	5%	-20%	13%	-4%	-2%
Menin MLL FP TR	.	.	.	2%	17%	?	-7%	-17%
ASM inhibitor	3%	2%	-1%	-4%	4%	-3%	-2%	-1%
USP2a inh	0%	4%	1%	-2%	2%	-2%	0%	4%
TSHR antagonist	2	4	-3	3	-12	-1	-3	-4

17) CCCCOc1ccc(-c2nnc(-c3cc[n+](C)cc3)o2)cc1
18) Cc1nn(C2CCCCC2)c(N)c1-c1ccccc1
19) CSc1ccc(-c2nc(CN3CCCCC3c3cccnc3)c(C)o2)cc1 (stereo unspecified)
20) O=C(CSCc1cccc(F)c1)N1CCN(c2ccccc2)CC1
21) O=C(N/N=C/C(Br)=C\c1ccccc1)c1ccc2nc[nH]c2c1
22) Cc1cccc(C)c1NC(=O)CN(C)C(=O)COc1cccc2c1OC(C)(C)C2
23) CCCCNC(=O)c1onc(CSc2ccc(Cl)cc2)c1C(=O)O
24) O=C1NC2(CCCCCC2)C(=O)N1Cc1cccc([N+](=O)[O-])c1
compound no.	17	18	19	20	21	22	23	24
MBNL1-CUG inh	?	-8%	-6%	-4%	?	.	-2%	?
PKM2 act	0%	1%	-7%	12%	-1%	.	-1%	.
BCR signal inh	2%	-1%	?	?	?	0%	12%	0%
Eya2 inh	-6%	3%	-8%	-8%	-5%	-31%	16%	-6%
GALK inh	0%	6%	2%	0%	1%	.	-7%	2%
KCNH2 WT inh	16	1	6	5	-2	1	-1	14
Mito fusion yeast	-17%	-4%	-5%	7%	0%	-5%	4%	6%
Menin MLL FP TR	1%	2%	-19%	-7%	45%[activator]	.	?	-20%
ASM inhibitor	23%	1%	0%	-4%	-21%	1%	14%	-1%
USP2a inh	2%	-1%	0%	1%	-1%	1%	-3%	0%
TSHR antagonist	13	19	-18	-8	2	9	-13	19

25) O=C(Nc1ccc(F)cc1)NC1CCN(Cc2nnnn2Cc2ccco2)CC1
26) O=C(O)c1ccc(NS(=O)(=O)c2cccc(C(=O)Nc3cccc(C(=O)O)c3)c2)cc1
27) NC(=O)COC(=O)c1ccccc1SCC(=O)NC1CCCCCCC1
28) CCc1ccc(C(CNC(=O)c2ccc3c(=O)n(-c4ccccc4F)c(=S)[nH]c3c2)N(C)C)cc1 (stereo unspecified)
29) O=C(Cn1nnc(-c2ccccc2-n2cnnn2)n1)c1ccccc1
30) Cc1c(OCC(=O)NCc2ccncc2)ccc2c3c(c(=O)oc12)CCCC3
31) COc1ccc(NC(=O)CC(C)n2ccnc2)cc1 (stereo unspecified)
32) COc1ccc(-n2c(SC(C)C(=O)Nc3ncc(Cl)cc3Cl)nc3ccccc32)cc1 (stereo unspecified)
33) CCOC(=O)CN(C(=O)CNC(=O)c1cccs1)C(C(=O)NC1CCCCC1)c1cccs1 (stereo unspecified)
34) COc1ccc(/C=C/C(=O)NC(=S)Nc2ccc(S(N)(=O)=O)cc2)cc1OC
compound no.	25	26	27	28	29	30	31	32	33	34
MBNL1-CUG inh	8%	-15%	.	1%	-1%	-7%	-3%	6%	?	-14%
PKM2 act	-4%	.	.	4%	-7%	.	.	-3%	1%	1%
BCR signal inh	13%	0%	0%	?	?	?	1%	5%	3%	-2%
Eya2 inh	13%	0%	-22%	-8%	-9%	-7%	3%	-3%	-6%	4%
GALK inh	0%	-4%	.	1%	1%	2%	.	-2%	0%	-7%
KCNH2 WT inh	20	-9	4	13	-16	-14	-5	-2	-5	-6
Mito fusion yeast	-2%	3%	1%	5%	3%	6%	-5%	?	0%	4%
Menin MLL FP TR	35%[activator]	?	.	0%	-21%	.	-16%	-3%	1%	25%
ASM inhibitor	5%	9%	2%	46%	-5%	-2%	1%	16%	1%	15%
USP2a inh	0%	3%	-1%	-1%	0%	0%	2%	-2%	1%	3%
TSHR antagonist	1	22	1	10	7	33	-3	23	1	1

Another view of part of the listing above:
[26] O=C(O)c1ccc(NS(=O)(=O)c2cccc(C(=O)Nc3cccc(C(=O)O)c3)c2)cc1
  MBNL1-CUG inh = -15%
  PKM2 act = .
  BCR signal inh = 0%
  Eya2 inh = 0%
  GALK inh = -4%
  KCNH2 WT inh = -9
  Mito fusion yeast = 3%
  Menin MLL FP TR = ?
  ASM inhibitor = 9%
  USP2a inh = 3%
  TSHR antagonist = 22

[27] NC(=O)COC(=O)c1ccccc1SCC(=O)NC1CCCCCCC1
  MBNL1-CUG inh = .
  PKM2 act = .
  BCR signal inh = 0%
  Eya2 inh = -22%
  GALK inh = .
  KCNH2 WT inh = 4
  Mito fusion yeast = 1%
  Menin MLL FP TR = .
  ASM inhibitor = 2%
  USP2a inh = -1%
  TSHR antagonist = 1
